# Compound activity as filed in PubChem BioAssay.
# FUS suppressor: rescues growth of FUS-expressing yeast. S. cerevisiae FUS-expressing, growth rescue, OD600, 24 h. Potency, µM (top dose mostly 76.6 µM), for inactives: at the top dose growth rescue (activation), usual class: activators. actives 0.24% (n = 390,000). AID 1347120;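 also: potency is read from the fitted curve at half-maximal effect; plate controls were DMSO vehicle for no effect and reference control for full effect; nearly all actives have a fitted effect of over 55% in size; some results filed as inactive show a strong effect at the top dose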
#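 Yeast expressing FUS under galactose induction, OD 0.005 in 2% galactose medium; compounds in a dilution series, 24 h at 30C. Growth rescue by absorbance at 600 nm; CP55940 positive control, DMSO negative.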
# TDP43 rescue: rescues yeast growth from TDP-43 toxicity | TDP-43 expressing yeast growth rescue, BacTiter-Glo, 24 h | Potency, µM (highest dose often 46.1 µM), inactives show at the highest dose growth rescue (activation), hits mostly activators | actives 1.8% (n = 410,000) | AID 652104; also: potency is read from the fitted curve at half-maximal effect; % of control where 0% means no effect; nearly all actives have a fitted effect of over 50% in size
#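 Luminescence from BacTiter-Glo reports growth of TDP-43-expressing yeast after 24 hr at 30 deg C with compound. Cells were raffinose-pregrown to mid-log, then seeded in galactose medium at OD600=0.02.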
# DRD3 antagonist: antagonists of human D3 dopamine receptor. actives 2.5% (n = 360,000). P35462. D3R cells, DiscoveRx beta-arrestin luminescence, antagonist mode; stronger effect = lower value. max response, negative = inhibition, %. AID 652054; in the data active = max response below about -50%; inconclusive = no clear call, values can overlap the other calls; also: % is scaled to controls: 0 for no effect and ±100 for the full control effect; mostly tested at two doses, the higher about 12 µM
#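 Cells plated overnight at 1500 cells/well, then exposed to library compounds with dopamine controls for 90 minutes at 37 degrees C. DiscoveRx reagent added for 30–60 minutes at room temperature; luminescence read, quantitative HTS format.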
# EPAC2 ag: EPAC2 (human) agonism; actives 0.079% (n = 360,000); Potency, µM (top dose mostly 154 µM), without a hit: top-dose activation, most hits filed as activators; EPAC2 activation, biochemical qHTS; response scale: 100% = 6.5 mM cAMP response; Q8WZA2; also: potency is read from the fitted curve at half-maximal effect; nearly all actives have a fitted effect of over 50% in size
# Target sequence (Q8WZA2 whole entry, looked up): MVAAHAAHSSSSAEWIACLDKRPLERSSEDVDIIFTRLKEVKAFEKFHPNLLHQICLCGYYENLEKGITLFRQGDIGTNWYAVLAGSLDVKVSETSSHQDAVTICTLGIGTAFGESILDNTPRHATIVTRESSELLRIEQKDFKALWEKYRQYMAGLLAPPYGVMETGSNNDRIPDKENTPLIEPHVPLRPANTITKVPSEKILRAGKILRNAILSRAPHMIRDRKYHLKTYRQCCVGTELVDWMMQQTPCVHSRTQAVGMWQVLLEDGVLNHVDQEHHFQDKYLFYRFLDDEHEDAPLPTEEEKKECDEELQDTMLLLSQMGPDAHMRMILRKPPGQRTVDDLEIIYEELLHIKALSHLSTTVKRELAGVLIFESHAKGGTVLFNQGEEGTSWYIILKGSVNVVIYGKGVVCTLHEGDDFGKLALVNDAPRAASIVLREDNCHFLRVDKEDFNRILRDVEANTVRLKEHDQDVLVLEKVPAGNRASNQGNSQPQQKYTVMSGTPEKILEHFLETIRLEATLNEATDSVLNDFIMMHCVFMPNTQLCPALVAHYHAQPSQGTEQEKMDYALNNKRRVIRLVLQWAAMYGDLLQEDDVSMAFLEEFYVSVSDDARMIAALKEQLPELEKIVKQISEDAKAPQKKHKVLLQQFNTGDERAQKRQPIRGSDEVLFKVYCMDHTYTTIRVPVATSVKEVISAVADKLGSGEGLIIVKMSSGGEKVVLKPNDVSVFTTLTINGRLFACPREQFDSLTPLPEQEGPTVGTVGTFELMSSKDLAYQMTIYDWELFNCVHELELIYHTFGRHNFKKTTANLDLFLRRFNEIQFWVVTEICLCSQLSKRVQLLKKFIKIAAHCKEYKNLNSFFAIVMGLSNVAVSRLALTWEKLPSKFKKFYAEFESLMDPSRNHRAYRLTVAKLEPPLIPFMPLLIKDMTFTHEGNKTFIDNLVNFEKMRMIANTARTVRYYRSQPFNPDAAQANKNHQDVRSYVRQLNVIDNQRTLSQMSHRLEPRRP
#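 Exchange assay: 100 nM EPAC2 with 250 nM Rap1B-BODIPY-GDP and 50 uM GDP. Fluorescence (ex 480/em 540 nm) read every 5 min for 30 min at room temperature. Data normalized to 6.5 mM cAMP as agonist control.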
# EPAC2 antagonist: blocks human EPAC2 exchange factor | Q8WZA2 | EPAC2 GEF exchange of Rap1B-BODIPY-GDP, fluorescence | Potency, µM (top dose mostly 114 µM), for inactives: at the highest dose activity, negative = inhibition, most hits filed as inhibitors | actives 0.18% (n = 360,000) | AID 720708; also: potency is read from the fitted curve at half-maximal effect; % is scaled to controls: 0 for no effect and ±100 for the full control effect; nearly all actives have a fitted effect of over 45% in size; many of its hits are not listed in these tables
# D3 ag: activates the human D3 dopamine receptor; P35462; D3R DiscoveRx beta-arrestin cells, luminescence, 90 min; max activation, %; actives 0.58% (n = 410,000); AID 652048; in the data active = max activation above about 30%; also: 0% is about no effect; mostly tested at two doses, the higher about 12 µM
#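 Agonist mode: compounds and dopamine controls were applied to plated cells for 90 min at 37 degrees C after an overnight attachment at 1500 cells/well. Luminescent read-out followed 30 - 60 minutes at room temperature with DiscoveRx detection reagent.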
# Abeta yeast res: restores growth of yeast expressing A-beta42 peptide; yeast expressing A-beta42, growth rescue, OD600, 48 h; response scale: 0% DMSO, 100% iron-clioquinol control; Potency, µM (doses to about 46.1 µM), inactives show at the top dose growth rescue, actives largely listed as activators; actives 0.063% (n = 410,000); AID 1347071; also: potency is read from the fitted curve at half-maximal effect; nearly all actives have a fitted effect of over 55% in size
#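 Yeast growth medium received pinned compounds, then yeast cells expressing toxic A-beta were added; plates incubated at 30 C for 48 hr. Growth read as absorbance at 600 nm, normalized to DMSO and equimolar FeCl3 plus clioquinol controls.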
# aSyn yeast inh: rescues yeast growth from alpha-synuclein toxicity. Yeast expressing alpha-synuclein, growth rescue, BacTiter-Glo, 24 h. Potency, µM (highest dose often 46.1 µM), for the others: at the highest dose growth rescue (activation), usual class: activators. actives 0.14% (n = 370,000). AID 652106; also: potency is read from the fitted curve at half-maximal effect; % of control where 0% means no effect; nearly all actives have a fitted effect of over 65% in size
#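 Readout is rescue of growth in alpha-synuclein-expressing yeast, so inhibitors of toxicity appear as activators. Growth after 24 hr at 30 deg C in galactose medium is quantified by luminescence.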
# * = called active by the depositor; ? = inconclusive; nt = not tested or not shown; [ ] = remark or other dose. Unless noted, calls follow the shape of the dose curve; as a rule, active = well fitted curve in the direction sought with a large enough effect; inconclusive = small, poorly fitted or top-dose-only effect, or another doubt; inactive = no such curve, though single readings can be large; an effect the other way counts as inactive or inconclusive.
SMILES,FUS suppressor,TDP43 rescue,DRD3 antagonist,EPAC2 ag,EPAC2 antagonist,D3 ag,Abeta yeast res,aSyn yeast inh
Cc1ccc(NC(=O)CSCn2nnc3c(=O)[nH]c(Cc4ccc(F)cc4)nc32)c(C)c1,18%,10%,nt,nt,nt,-2,-5%,nt
Oc1ccccc1CNCc1ccccc1,-8%,-7%,-8,5%,7%,-27,-6%,-1%
CN1CCN(S(=O)(=O)c2ccc(Sc3nc4ccccc4[nH]3)c3nsnc23)CC1,-55%,-1%,-18,-15%,12%,-7,10%[9.22 µM],-3%
Cc1ccc(Cl)cc1N1CCN(C(=O)CCS(=O)(=O)c2ccc3c(c2)oc(=O)n3C)CC1,5%,?,nt,nt,nt,2,-1%,nt
COC(=O)CCC(=O)Nc1ccccc1C(N)=O,21%,-3%,10,2%,-3%,8,14%,-4%
Cc1c(C)n(Cc2ccccc2)c2ccc(C(=O)N3CCN(c4ccccc4)CC3)cc12,?,-1%,nt,nt,nt,6,18%,nt
Cc1ccccc1-n1ncc2c1CC(C)(C)CC2NC(=O)CCn1cncn1 (stereo unspecified),23%,-7%,17,-6%,1%,-7,-16%,5%
O=C(CSc1ccccc1F)NC(=O)NC1CCCC1,-7%,5%,12,-1%,-13%,8,22%,7%
CC(C)Cn1c(=O)c(C(=O)Nc2ccncc2)c(O)c2ccccc21,-18%,-25%,-5,9%,-15%,-5,-88%[inhibitor],-48%[inhibitor]
COc1ccc2[nH]c(C(=O)N3CCCN(Cc4ccc(F)cc4)CC3)cc2c1,22%,-1%,-5,15%,-8%,-15,3%,6%
C=CCn1nnnc1SCC(=O)Nc1ccc(C(=O)OC)cc1,nt,10%,-5,4%,2%,-27,-8%,-9%
COc1ccc(C2N=C(c3ccccc3)NO2)cc1OC (stereo unspecified),-3%,21%,7,2%,-13%,-3,2%,0%

# One compound at a time (already shown):
# Profile of Cc1ccc(Cl)cc1N1CCN(C(=O)CCS(=O)(=O)c2ccc3c(c2)oc(=O)n3C)CC1 = FUS suppressor = 5%; TDP43 rescue = ?; DRD3 antagonist = nt; EPAC2 ag = nt; EPAC2 antagonist = nt; D3 ag = 2; Abeta yeast res = -1%; aSyn yeast inh = nt
# Profile of CN1CCN(S(=O)(=O)c2ccc(Sc3nc4ccccc4[nH]3)c3nsnc23)CC1 = FUS suppressor = -55%; TDP43 rescue = -1%; DRD3 antagonist = -18; EPAC2 ag = -15%; EPAC2 antagonist = 12%; D3 ag = -7; Abeta yeast res = 10%[9.22 µM]; aSyn yeast inh = -3%

# The results go on:
SMILES,FUS suppressor,TDP43 rescue,DRD3 antagonist,EPAC2 ag,EPAC2 antagonist,D3 ag,Abeta yeast res,aSyn yeast inh
COc1cc(OC)c(NS(=O)(=O)c2ccc3oc(=O)c4ncn(C)c4c3c2)cc1Cl,24%,-1%,nt,nt,nt,-14,-13%,nt
COc1ccccc1/C=C/c1nc(C#N)c(NCC(C)C)o1,42%,?,nt,nt,nt,-2,-30%,nt
CCOC(=O)N1CCN(C(=O)CN(c2ccc3c(c2)OCO3)S(C)(=O)=O)CC1,24%,-7%,12,6%,-10%,4,-10%,-3%
CCOC(=O)[C@]12CCCC=C1N(CCC1=CCCCC1)C(=O)[C@H](CC(=O)N1CCN(C(=O)C3CC3)CC1)C2,29%,22%,-4,-6%,-9%,-9,-10%,4%
O=C(N/N=C/c1cc2ccccc2[nH]1)c1ccccc1Cl,-2%,-5%,-22,-4%,-11%,-7,-8%,-13%
COc1ccc(S(=O)(=O)N2CCOCC2)cc1NC(=O)C1COc2ccccc2O1 (stereo unspecified),11%,-11%,-6,10%,-20%,3,-8%,-3%
CCOc1ccc(NC(=O)CN2C(=O)C(c3ccc(Cl)cc3)=NC2(C)C)cc1,-22%,24%,nt,nt,nt,5,-3%,nt
COc1ccc2cc(C(=O)NCc3ccc4c(c3)CCN4C(=O)c3ccc(C)cc3)[nH]c2c1,45%,5%,nt,nt,nt,-13,-19%,nt
CN1C(=O)/C(=N\OC(=O)c2cccc3ccccc23)c2ccccc21,3%,18µM*,?,7%,0%,-5,-51%[inhibitor],?
CC(C)NC(=O)c1cnc(Sc2ncc(C(F)(F)F)cc2Cl)n1C,8%,3%,-15,14%,-3%,2,0%,-3%
Cc1cc2c(cc1S(=O)(=O)Nc1cc(C(F)(F)F)cc(C(F)(F)F)c1)OCC(=O)N2,8%,4%,nt,nt,nt,-15,7%,nt
Cc1cc(S(=O)(=O)N2CCN(c3ccc(F)cc3)CC2)c(C)s1,-16%,4%,-8,5%,-1%,-3,14%,0%
COc1ccc(C(=O)Cn2c(NCCCO)nc3ccccc32)cc1,-34%,1%,2,3%,4%,2,2%,5%
CCOc1ccc(NC(=O)CSc2ccc3ccccc3n2)cc1,-6%,24%,nt,nt,nt,5,-2%,nt
O=C(NC1CCCC1)c1ccccc1-c1ccccc1,nt,-3%,5,-1%,1%,3,10%,0%
COCC(=O)Nc1cc([N+](=O)[O-])ccc1OC,-2%,13%,-20,-2%,0%,-4,-2%,1%
O=C(O)[C@@H](c1ccccc1)N1Cc2ccccc2C1=O,-20%,11%,0,17%,7%,-5,1%,4%
O=C(NC(=S)N1CCN(C2CCCCC2)CC1)c1ccccc1,-5%,21%,10,-2%,0%,-5,-12%,-4%
Cc1onc(-c2c(F)cccc2Cl)c1C(=O)Nc1ccc(S(=O)(=O)Nc2ncccn2)cc1,nt,5%,0,-8%,4%,10,4%,-1%
Cc1ccc(N2C(=O)N(CC(=O)Nc3ccccc3C(F)(F)F)C(=O)C2C)cc1 (stereo unspecified),25%,22%,15,2%,8%,3,28%,-1%
CCOC(=O)C1(CCOc2ccccc2)CCN(Cc2ccc(OC)c(COC)c2)CC1,19%,-13%,?,9%,5%,-11,14%,-1%
CCC1(CC)NC(=O)N(CC(=O)NCc2ccc3c(c2)OCO3)C1=O,18%,0%,-10,-1%,10%,1,-5%,-1%
CC(=O)N1CCc2c(sc(NC(=O)Cc3ccccc3)c2C(N)=O)C1,-8%,-4%,0,3%,7%,-10,-14%,-3%
CCN(C(=O)CN1C(=O)c2ccc([N+](=O)[O-])cc2C1=O)C1CCCCC1,-5%,?,2,1%,9%,5,7%,12%
Cc1coc2cc3oc(=O)c4c(c3cc12)CCCC4,4%,-4%,20,-2%,1%,3,-3%,2%
CC(=O)Nc1ccc(NC(=O)Cc2ccc(S(=O)(=O)N3CCCCC3)s2)cc1,?,-10%,-5,-5%,-2%,-2,10%,-1%
CN(Cc1ccccc1)C(=O)C1CCN(S(=O)(=O)c2cccc3nsnc23)CC1,5%,17%,23,-4%,3%,-6,11%,10%
CC(C)(C)NC(=O)/C=C/c1ccc(C(F)(F)F)cc1,-2%,14%,1,-2%,2%,-8,-5%,-2%
COc1cc(-c2cc(C(=O)Nc3ccccc3N3CCOCC3)c3ccccc3n2)cc(OC)c1OC,43%,-19%[9.22 µM],21,11%,1%,5,-11%,-2%
CC(NC(=O)c1ccco1)C(=O)N1CCCCC1 (stereo unspecified),-22%,6%,-10,6%,6%,3,-2%,-3%
COC(=O)c1ccccc1NC(=O)Cn1c(SC)c(F)cnc1=O,2%,-5%,16,-2%,7%,18,8%,0%
COc1ccc(CCN=C(N)C(C)c2ccccc2)cc1OC (stereo unspecified),-22%,2%,-15,11%,-3%,-13,11%,-5%
COc1ccc(-n2c(SCc3ccc([N+](=O)[O-])cc3)nnc2-c2ccc(C)cc2)cc1,nt,27%,?,9%,-11%,-29,-12%,9%
Cc1ccc(OCc2cc(C(=O)NC(C)Cc3cnccn3)no2)cc1C (stereo unspecified),20%,9%,-2,5%,0%,-4,-8%,-3%
CCOc1ccccc1NC(=O)C1CC2CCCC(C1)C2=O (stereo unspecified),14%,24%,-9,-4%,10%,-6,-9%,0%
COc1cc(NC(=O)C2=C(N3CCOCC3)/C(=C\c3ccc(Br)cc3)CC2)cc(OC)c1OC,?,8%,8,6%,-6%,3,2%,-15%
O=C(COC(=O)/C=C/c1ccccc1)Nc1cc(C(F)(F)F)ccc1N1CCOCC1,5%,24%,2,0%,-18%,3,-7%,5%
CC(C)NC(=O)c1cc(C2CCCCN2S(=O)(=O)c2ccccc2)on1 (stereo unspecified),-12%,15%,0,8%,-7%,-7,11%,?
COc1ccc(OC)c(N)c1,?,17%,?,5%,21%,4,-24%,1%
O=C(NC1CC1)C1=C[C@H](c2ccc3c(c2)OCO3)C[C@H](OCc2ccc(CO)cc2)O1,13%,7%,-6,7%,1%,-2,1%,1%
O=C(CCc1nnc(C2(c3ccc(Cl)cc3)CCC2)o1)NCCCn1cccn1,19%,-1%,5,5%,-4%,0,1%,1%
C#CCNC(=O)c1cc2c(Br)ccc(Br)c2nc1N,7%,4%,-18,8%,5%,-7,-14%,-4%
COC(=O)c1cc2occc2n1CC(=O)N(C)C1CCCCC1,-3%,3%,7,6%,12%,-19,6%,4%
COc1ccc(C2C(C(=O)N3CC(C)CC(C)C3)c3ccccc3C(=O)N2C)cc1 (stereo unspecified),22%,15%,-3,2%,9%,1,26%,4%
Cc1ccc(CNC(=O)c2ccccc2N)cc1,3%,-4%,?,-6%,-1%,22,19%,5%
CCSc1ncc(Cl)c(C(=O)Nc2nc3ccc(S(C)(=O)=O)cc3s2)n1,-2%,18%,nt,nt,nt,1,-9%,nt
COc1cc(C(=O)OCC(=O)NCc2ccccc2)cc(NC(=O)c2ccco2)c1OC,?,-6%,-4,-7%,?,7,1%,18%
CC(=C\c1ccco1)/C=C(\C#N)C(=O)NCCc1c[nH]c2ccccc12,nt,12%,-4,3%,11%,5,7%,15%
Cc1ccc(S(=O)(=O)N2CCCC2C(=O)OCc2nc3ccccc3s2)cc1 (stereo unspecified),20%,-34%[inhibitor],-22,13%,-16%[57.1 µM],-8,?,2%
O=C(COC(=O)/C=C/c1ccc2c(c1)OCO2)NCc1ccccc1,2%,11%,-5,-7%,6%,0,-27%,-10%
COc1ccc(NC(=O)CN2C(=O)NC3(CCCC3)C2=O)cc1S(=O)(=O)N1CCCCC1,-5%,15%,-5,4%,-8%,-2,0%,-1%
O=C(OCC1OC(n2cnc3c(N(C(=O)c4ccccc4)C(=O)c4ccccc4)ncnc32)C(O)C1F)c1ccccc1 (stereo unspecified),?,-9%,9,20%,-13%,10,10%,9%

# Only part of the results is shown; rates above refer to the full screens.
